PPARg SRC-2 ag – promotes SRC-2 coactivator recruitment by human PPARgamma | hit rate 0.34% among 200,000 | P37231 | PPARgamma LBD-SRC-2 recruitment, biochemical | activation, % at 8 µM | AID 1032; in the data active = activation above about 22%;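 note: 0% = vehicle and 100% = reference agonist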
Target sequence (P37231 whole entry, looked up, the tested form may be a part): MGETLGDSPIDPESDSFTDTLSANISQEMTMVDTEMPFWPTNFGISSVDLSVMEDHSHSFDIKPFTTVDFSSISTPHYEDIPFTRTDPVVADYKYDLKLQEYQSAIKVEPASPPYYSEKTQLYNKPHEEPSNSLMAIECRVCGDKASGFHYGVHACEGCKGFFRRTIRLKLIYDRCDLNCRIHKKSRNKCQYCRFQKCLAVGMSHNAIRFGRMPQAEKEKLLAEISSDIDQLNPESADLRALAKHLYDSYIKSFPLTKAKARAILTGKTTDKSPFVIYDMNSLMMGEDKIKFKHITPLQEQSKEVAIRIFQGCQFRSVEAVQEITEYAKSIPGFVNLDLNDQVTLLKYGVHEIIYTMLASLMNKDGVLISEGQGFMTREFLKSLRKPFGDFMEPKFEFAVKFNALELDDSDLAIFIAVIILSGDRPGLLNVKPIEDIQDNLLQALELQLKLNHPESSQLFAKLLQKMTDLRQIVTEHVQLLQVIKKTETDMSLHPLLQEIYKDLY
TNAP act hiacc – increases human TNAP activity under high phosphate acceptor concentration | activation factor at 20 µM | AID 1136 | purified TNAP, CDP-star luminescence, 1 M DEA, 30 min; stronger effect = higher value; 0 = EDTA background, 1 = DMSO-only activity | P05186 | 200,000 tested, under 10 active;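 active = activation factor at least 2 at 20 µM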
Target sequence (P05186 whole entry, looked up): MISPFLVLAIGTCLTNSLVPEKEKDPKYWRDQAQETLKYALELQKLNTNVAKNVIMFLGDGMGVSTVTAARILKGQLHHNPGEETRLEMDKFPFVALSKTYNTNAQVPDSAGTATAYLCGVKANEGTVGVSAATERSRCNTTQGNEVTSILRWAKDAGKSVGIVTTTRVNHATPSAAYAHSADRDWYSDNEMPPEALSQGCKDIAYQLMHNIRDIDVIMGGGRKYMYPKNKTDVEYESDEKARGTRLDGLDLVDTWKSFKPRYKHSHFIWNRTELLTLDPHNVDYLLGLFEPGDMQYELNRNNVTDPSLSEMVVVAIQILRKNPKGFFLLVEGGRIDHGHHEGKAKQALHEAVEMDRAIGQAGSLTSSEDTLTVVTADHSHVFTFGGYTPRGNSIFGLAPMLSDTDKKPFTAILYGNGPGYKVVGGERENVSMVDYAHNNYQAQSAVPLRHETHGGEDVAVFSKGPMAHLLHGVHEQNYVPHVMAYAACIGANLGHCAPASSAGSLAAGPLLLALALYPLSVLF
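Measured by: Luminescent substrate turnover signal | Test system: Human TNAP | Input: TNAP 1/800 final | Dosing: 20 µM single point | Schedule: 30 min, room temperature | Controls: EDTA wells as negative control, DMSO wells as positive control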
HMGR II inh – E. faecalis class II HMG-CoA reductase inhibition | purified E. faecalis HMGR, NADPH absorbance 340 nm kinetic | inhibition, % at 10 µM | hit rate 0.41% among 190,000;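 active = inhibition above a set limit, the median over all tested compounds plus 3 SD, cut at about 9.5% in these data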;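 note: enzyme runs in reverse so mevalonate oxidation gives rising NADPH absorbance; 0% = complete reaction with DMSO and 100% = background rate lacking mevalonate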
SRC2 TRFRET art – counter-screen for PPARgamma SRC-2 recruitment agonists: TR-FRET artefact; stronger effect = higher value; TR-FRET ratio at 8 µM; hit rate 0.4% among 200,000; in the data active = TR-FRET ratio above about 2000; note: inactives centre near 1500
PPARg SRC3 recr – agonists of human PPARgamma SRC-3 coactivator recruitment. activation, % at 8 µM. P37231. hit rate 0.26% among 200,000. biochemical PPARgamma/SRC-3 coactivator recruitment assay; in the data active = activation above about 23%;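 note: 0% = DMSO and 100% = reference agonist; some compounds past the cut are filed as inactive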
TNAP inh hi DEA – inhibitors of human TNAP at high phosphate acceptor concentration | AID 1135 | hit rate 0.03% among 200,000 | inhibition, % at 20 µM | P05186 | purified TNAP, CDP-star luminescence, 1 M DEA;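 active = over 50% inhibition of tissue-nonspecific alkaline phosphatase at 20 µM in the single-dose screen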;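 note: plate controls were DMSO wells for no effect and EDTA-quenched wells as full inhibition for full effect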
bIAP inhibitor – blocks bovine intestinal alkaline phosphatase activity; purified bovine IAP, CDP-star luminescence, 30 min; inhibition, % at 20 µM; 190,000 tested, under 10 active;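 active = over 50% inhibition of intestinal alkaline phosphatase at 20 µM in the single-dose screen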
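Assay system – bovine IAP enzyme · Quantity – bovine IAP at 1/65,000,000 final dilution · Detection – CDP-star luminescence signal · Times – 30 min reaction at room temperature · Also added – CDP-star substrate at 30 µM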
PPARg SRC-1 ag – agonists of human PPARgamma SRC-1 coactivator recruitment; P37231; PPARgamma-SRC-1 coactivator recruitment biochemical assay; activation, % at 8 µM; hit rate 0.41% among 200,000; in the data active = activation above about 19%;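 note: 0% = DMSO and 100% = reference agonist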
TNAP inh noacc – TNAP (human) inhibition, acceptor-free conditions. purified TNAP, CDP-star luminescence, 30 min. hit rate 0.26% among 200,000. inhibition, % at 20 µM;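 active = tissue-nonspecific alkaline phosphatase inhibition above about 50% at 20 µM in the single-dose screen, limit read from the data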;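 note: 0% = DMSO negative control and 100% = EDTA positive control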
bIAP activator – intestinal alkaline phosphatase (bovine) activation | purified bovine IAP, CDP-star luminescence, 30 min; stronger effect = higher value; fold of DMSO-control signal, blank-subtracted | activation factor at 20 µM | hit rate 0.17% among 200,000 | AID 1016;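 active = activation factor of 2 or more at 20 µM, a signal rise over negative controls twice the positive control's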
Numbers without * were called inactive; nt = no result given.

SMILES	PPARg SRC-2 ag	TNAP act hiacc	HMGR II inh	SRC2 TRFRET art	PPARg SRC3 recr	TNAP inh hi DEA	bIAP inhibitor	PPARg SRC-1 ag	TNAP inh noacc	bIAP activator
CCOc1ccc2nc(-c3ccccc3)nc(SCC(=O)Nc3ncc(C)s3)c2c1	3	1	-1	1399	-3	-2	12	8	-7	0.9
O=C(CCCn1c(=O)oc2ccccc21)N1CCc2ccccc2C1	9	1	-5	1521	-1	-3	8	7	-6	0.9
CCOc1ccccc1NC(=S)N1CCC(NC(=O)C(C)(C)C)CC1	3	1.1	-2	1721	4	-5	-23	1	-8	1.2
Cc1cc(OC(=O)c2ccccc2Br)cc(=O)n1C	4	1	0	1567	0	-4	5	5	-9	0.9
CN(c1cccc(NC(=O)CN2C(=O)c3ccccc3S2(=O)=O)c1)S(C)(=O)=O	-6	1	-6	1432	1	1	8	-5	-5	0.9
CCOC(=O)Cn1c(-c2ccccc2)ccc(C#N)c1=O	11	1.1	-2	1644	6	-8	8	8	-10	0.9
Cc1ccc(-c2nc3cccnc3s2)cc1NC(=O)c1ccco1	10	nt	nt	1629	-10	nt	nt	4	nt	nt
C=CCn1c(=N)c(C(=O)OCC)cc2c(=O)n3cccc(C)c3nc21	6	nt	nt	1554	-2	nt	nt	-8	nt	nt
CN(C(=O)COC(=O)C1CCN(S(=O)(=O)c2cccs2)CC1)c1ccccc1	5	1	-2	1517	2	-2	-9	-1	-13	1.1
COC(CNC(=O)CCc1c(C)nc2c(-c3ccc(F)cc3)c(C)nn2c1C)OC	10	1	-4	1638	18	1	-3	-4	6	1
CC(C)NC(=O)CSc1nc(N)c(-c2ccccc2)c(=O)[nH]1	11	1	1	1649	5	-2	-14	6	-4	1.1
COCCCNc1ccc([N+](=O)[O-])cc1C(=O)Nc1cccc(C)n1	4	1	2	1534	3	3	13	-4	-1	0.9
O=C(CSc1ncn[nH]1)c1ccc2c(c1)OCO2	12	1	-7	1567	5	1	16	1	3	0.8
Cc1nc(N(C)C)c2sc(=S)n(C)c2n1	-5	1	0	1571	4	1	0	0	-6	1
O=C(NC1CCCc2ccccc21)C1CCN(S(=O)(=O)c2cccc(C(F)(F)F)c2)CC1 (stereo not drawn)	-16	1	2	1611	-2	4	-5	-3	-19	1
CCOC(=O)/C(C#N)=C1/C=CN(c2ccc(C)cc2)C=N1	4	1	-6	1505	-3	-2	13	-2	-9	0.9
CN(C)S(=O)(=O)c1ccc2c(c1)nc(CCC(=O)Nc1ccc3c(c1)OCO3)n2C	-3	1	-2	1313	-2	1	39	-2	2	0.6
CCN(CC)C(=O)CN(c1ccc(C)cc1)S(=O)(=O)c1ccc(SC)cc1	0	1	-2	1590	2	-5	-4	7	-8	1
COc1ccc(OCC(=O)N/N=C/c2ccncc2)cc1	13	1	1	1723	5	2	-18	7	-1	1.2
COC(=O)C1=C(C)Nc2c(c(=O)n(C)c(=O)n2C)C1c1ccncc1 (stereo not drawn)	-7	1	-6	1530	0	-1	-54	0	-2	1.5
O=C(Nc1nccs1)c1csc2c1CCCC2	3	1	9	1615	6	-2	37	3	-7	0.6
O=C(NCc1ccccc1)c1c(F)c(F)c(F)c(F)c1F	0	1	-1	1532	-3	-1	-9	-1	-3	1.1
Cc1cccc(NCCC(=O)c2ccc([N+](=O)[O-])cc2)c1C	2	1	2	1566	-1	-5	0	0	-6	1
Cc1ccc(N=Cc2nc(-c3ccco3)oc2O)cc1	20	1	-5	1654	1	-4	16	13	-9	0.8
COc1ccc(C(CC(=O)Nc2ccc(Cl)cc2F)NC(=O)C(F)(F)F)cc1 (stereo not drawn)	2	1	-6	1618	8	2	4	19*	11	1
Cc1c(NC(=O)C2CCCN2C(=O)c2cccs2)c(=O)n(-c2ccccc2)n1C (stereo not drawn)	-4	nt	-7	1251	-7	nt	nt	1	nt	nt
Cn1c(SCC(=O)c2c(N)n(C)c(=O)n(C)c2=O)nnc1-c1ccc(F)cc1	-6	1.1	0	1615	1	-5	2	6	-1	1
Cc1cc(Cl)ccc1NC(=S)N1CCC(C(N)=O)(N2CCCCC2)CC1	10	1	-7	1862	1	0	10	7	-10	0.9
CNCC(=O)Nc1ccc(Cl)c(C(F)(F)F)c1	2	1.1	-3	1522	0	-5	-11	6	-12	1.1
O=C(NCc1ccc(F)cc1)C(c1ccncc1)N(C(=O)c1csnn1)C1CC1 (stereo not drawn)	-8	1	-1	1464	-5	2	-9	6	-4	1.1
Fc1cccc(F)c1/C=N/NC(=S)Nc1cccnc1	4	1	3	1613	0	-3	-20	2	-33	1.2
Cc1ccc(C(=O)NC2CC(C)(C)NC(C)(C)C2)c(C)c1	9	1.1	2	1585	8	-7	6	-1	-14	0.9
Clc1ccc(CSc2ccc(-c3cccnc3)nn2)cc1	12	1	-5	1830	2	3	14	8	8	0.9
CCOCCCNc1nc2ccccc2[nH]1	-2	1	-2	1600	8	3	10	-7	-5	0.9
O=S(=O)(Nc1nc2ccc(S(=O)(=O)N3CCCC3)cc2s1)c1ccc(F)cc1	5	1	-1	1706	10	-4	-1	8	-13	1
CCCS(=O)(=O)N1CCC(C(=O)NCCN2CCC(Cc3ccccc3)CC2)CC1	10	1	-1	1717	9	-3	-8	-2	18	1.1
CCOc1ccccc1NC(=O)C(NCCN(C)C)c1ccccc1 (stereo not drawn)	8	1	0	1715	4	-2	-40	6	-24	1.4
O=C(NCc1ccccn1)c1ccc([N+](=O)[O-])cc1	2	1	0	1553	-2	-5	-24	-3	-5	1.2
CCN1CCc2c(sc(NC(=O)c3ccc(S(=O)(=O)N4CCOCC4)cc3)c2C(=O)OC)C1	9	1	-3	1576	11	-1	-2	0	-7	1
Nc1nonc1C(=Nc1ccc(Br)cc1)NO	5	1	-7	1321	3	-3	7	-4	-7	0.9
CCCCN(C(=O)CNC(=O)c1ccco1)C(C(=O)NC1CCCC1)c1ccc(OC)cc1 (stereo not drawn)	1	1	2	1313	8	-2	27	-1	-6	0.7
CCn1nnnc1SCC(=O)NNC(=O)C1CCCCC1	4	1	0	1501	6	0	-10	2	-13	1.1
O=C(c1ccccc1)N(Cc1ccc2c(c1)OCO2)Cc1nc2ccccc2c(=O)[nH]1	3	1	-5	1736	11	-5	14	0	-13	0.9
O=C(CN1CCN(Cc2ccccc2)C1=O)NCc1ccc(Cl)cc1	6	1.1	-2	1602	-6	-8	2	-4	-10	1
Cc1c(Cl)cccc1NC(=S)N(CCCN1CCOCC1)Cc1cccs1	10	1.1	-5	1696	6	-8	14	9	-8	0.9

One compound at a time, as listed above. Order of screens: PPARg SRC-2 ag | TNAP act hiacc | HMGR II inh | SRC2 TRFRET art | PPARg SRC3 recr | TNAP inh hi DEA | bIAP inhibitor | PPARg SRC-1 ag | TNAP inh noacc | bIAP activator
`Nc1nonc1C(=Nc1ccc(Br)cc1)NO` across the screens: 5 | 1 | -7 | 1321 | 3 | -3 | 7 | -4 | -7 | 0.9
`O=C(c1ccccc1)N(Cc1ccc2c(c1)OCO2)Cc1nc2ccccc2c(=O)[nH]1` across the screens: 3 | 1 | -5 | 1736 | 11 | -5 | 14 | 0 | -13 | 0.9
`O=C(NCc1ccccn1)c1ccc([N+](=O)[O-])cc1` across the screens: 2 | 1 | 0 | 1553 | -2 | -5 | -24 | -3 | -5 | 1.2
`CCCCN(C(=O)CNC(=O)c1ccco1)C(C(=O)NC1CCCC1)c1ccc(OC)cc1` (stereo not drawn) across the screens: 1 | 1 | 2 | 1313 | 8 | -2 | 27 | -1 | -6 | 0.7

The results go on:
SMILES	PPARg SRC-2 ag	TNAP act hiacc	HMGR II inh	SRC2 TRFRET art	PPARg SRC3 recr	TNAP inh hi DEA	bIAP inhibitor	PPARg SRC-1 ag	TNAP inh noacc	bIAP activator
O=C1Cc2ccccc2C(c2ccc(Br)cc2)N1 (stereo not drawn)	9	1.1	-8	1462	3	-6	48	0	-8	0.5
CS(=O)(=O)N(Cc1cc2ccccc2[nH]c1=O)C1CCCCC1	-4	1	-4	1391	4	-1	1	5	-6	1
COc1ccc(C(=O)NC(=S)Nc2ccc([N+](=O)[O-])cc2C)cc1OC	1	1	3	1652	7	4	30	7	11	0.7
Cc1ccc(-c2csc(NC(=O)c3cc([N+](=O)[O-])ccc3N3CCOCC3)n2)cc1	-6	1	0	1581	23*	-1	4	1	-5	1
CC(C)(C)c1csc(NC(=O)Cn2cnc3ccccc3c2=O)n1	5	1	-1	1517	-8	-1	6	-2	-5	0.9
O=C(COC(=O)Cc1ccsc1)NC1CCCCCC1	-4	1	1	1281	3	-3	1	-5	-6	1
N/C(=N\OC(=O)CCCOc1ccccc1)c1cccc(Br)c1	5	1	0	1628	4	-2	-3	3	-9	1
CCc1ccc(-c2csc3ncn(Cc4ccc(C(=O)O)cc4)c(=O)c23)cc1	6	1	-7	1441	3	0	-5	-1	-8	1.1
COc1ccc(/C=N/NC(=O)/C(=C/c2ccccc2)CCO)cc1	4	1	0	1534	5	2	3	-2	-24	1
CCNC(=O)CN1c2cccc3cccc(c23)S1(=O)=O	11	1	4	1561	-7	-3	8	0	-3	0.9
COC(=O)/C=C/C(=O)NCc1ccco1	8	1.1	2	1454	4	-6	4	-5	-12	1
Cc1cccc(NC(=O)c2ccc(Cn3cc(C(F)(F)F)ccc3=O)cc2)c1	4	1	-1	1302	-4	-4	-2	-6	1	1
Cc1ccc(NC(=O)C2c3ccccc3Oc3ccccc32)nc1	3	1.1	1	1599	6	-6	-3	0	-9	1
CCCC1=C(C(=O)OCC)C(c2cc(Cl)cc(OC)c2OCC(=O)OCC)NC(=O)N1 (stereo not drawn)	7	1.1	0	1635	4	-6	8	1	-2	0.9
Cc1noc(/C=C/c2ccco2)c1S(=O)(=O)N1CCC(C(=O)Nc2ccc(Cl)cn2)CC1	3	1	0	1320	-1	-5	10	3	1	0.9
CS(=O)(=O)c1ccccc1C(=O)N1CCN(Cc2ccccc2)CC1	-1	1	-2	1458	0	-4	-26	-2	6	1.3
COc1cccc(CN2CCNC(=O)C2CC(=O)N2CCCCO2)c1OC (stereo not drawn)	1	1	-13	1507	3	-4	-10	2	-7	1.1
Cn1c(NC2CCCCC2)c(N=O)c(=O)n(C)c1=O	-7	1	1	1378	-1	2	2	-8	-4	1
COc1ccccc1NC(C)C(=O)Nc1ccc(C(C)=O)cc1 (stereo not drawn)	2	1.1	-1	1575	2	-5	-15	9	-9	1.2
CCC(C(=O)Nc1cc(Cl)c(OC)cc1OC)c1ccccc1 (stereo not drawn)	3	1.1	-6	1650	2	-7	1	9	-15	1
COc1cc2c(cc1OC)-c1cc(NC3CCCCCCC3)nc(=O)n1CC2	-9	1.1	-3	1562	5	-6	-38	7	-12	1.4
COc1ccc(C)cc1-n1c(=O)c2ccccc2c2ccccc2c1=O	4	1	-6	1618	0	-3	-8	16	-13	1.1
COc1nc(NC(C)(C)C)nc(Oc2ccc(=O)n(-c3ccccc3)n2)n1	0	1.1	1	1457	-5	-9	8	-3	-8	0.9
COc1ccc(OC)c(-n2cnc3cc(C(=O)NCCCN4CCOCC4)ccc32)c1	1	1	-5	1560	6	2	-9	2	-12	1.1
COc1ccc(/C=C2\C(=O)ON=C2c2cccc([N+](=O)[O-])c2)cc1	-1	1	-3	1575	0	0	5	-4	-8	0.9
Cc1cc(Cl)ccc1OCC(=O)N1CC(C)CC(C)C1 (stereo not drawn)	11	1.1	1	1582	5	-6	8	0	-14	0.9
COc1cccc(NC(=O)NCCCN2CCN(c3ccc(F)cc3)CC2)c1	4	1	5	1334	4	-4	-6	3	-1	1.1
